# High-throughput results from PubChem BioAssay.
# ERa coact inh: ERα–SRC-1 coactivator interaction inhibitors, primary screen, biochemical, TR-FRET, ERα LBD, estradiol-bound. Estrogen receptor (Homo sapiens), P03372. TR-FRET ER-alpha LBD / SRC-1 peptide. inhibition, % at 25.6 µM. 86,000 tested, 1.7% active; in the data active means inhibition above about 50%;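 further: 0% = receptor plus peptide control and 100% = peptide only without receptor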
# Target sequence (P03372 whole entry, looked up, the tested form may be a part): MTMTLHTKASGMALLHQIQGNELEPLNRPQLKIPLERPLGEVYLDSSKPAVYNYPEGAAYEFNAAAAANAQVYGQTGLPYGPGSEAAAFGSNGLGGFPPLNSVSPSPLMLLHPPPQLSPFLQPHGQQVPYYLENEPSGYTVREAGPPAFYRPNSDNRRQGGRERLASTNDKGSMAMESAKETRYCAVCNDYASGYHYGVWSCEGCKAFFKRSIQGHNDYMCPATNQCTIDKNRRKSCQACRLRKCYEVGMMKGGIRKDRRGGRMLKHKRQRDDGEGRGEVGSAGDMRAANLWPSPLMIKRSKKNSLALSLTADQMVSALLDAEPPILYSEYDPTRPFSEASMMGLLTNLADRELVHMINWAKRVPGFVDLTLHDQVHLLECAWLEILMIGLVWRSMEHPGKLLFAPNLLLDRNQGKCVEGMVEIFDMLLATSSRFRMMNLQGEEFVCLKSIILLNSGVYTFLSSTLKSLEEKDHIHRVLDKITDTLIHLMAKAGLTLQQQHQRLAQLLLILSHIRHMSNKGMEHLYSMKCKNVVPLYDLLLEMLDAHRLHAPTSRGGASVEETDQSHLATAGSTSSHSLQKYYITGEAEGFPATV
# HUVEC inhibit: inhibitors of HUVEC proliferation, primary screen, cell-based, 384-well; CellTiter-Glo luminescence, 72 h; stronger effect = lower value; viability, % at 10 µM (by protocol); 86,000 tested, 1.1% active; AID 648, 2007;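 active means viability at or below 30%; inactive means viability above 30%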;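 further: 100% = median luminescence of DMSO-only cell control wells on each plate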
# Lung fibro prol: antiproliferative effect on LL 47 fibroblasts – human, LL 47 cells, CellTiter-Glo luminescence, primary screen; LL 47 human lung fibroblast viability, ATP luminescence; stronger effect = lower value; viability, % at 10 µM; 85,000 tested, 1.1% active; AID 719, 2007;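 active means viability at or below 50% in the single dose screen; inactive means viability above 50%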;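 further: compound exposure lasted 72 h before the ATP readout; 100% = median luminescence of untreated cell-only wells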
#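 Test system: LL 47 human lung fibroblasts / Incubation: 72 h compound exposure at 37 °C after overnight plating / Technique: luminescent ATP detection, CellTiter-Glo / Compound dosing: 0.1% DMSO in all compound wells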
# ERa coact pot: enhancers of ERα–SRC-1 coactivator binding, primary screen, biochemical, TR-FRET, ERα LBD, low estradiol | Estrogen receptor (Homo sapiens), P03372 | TR-FRET ERalpha-LBD/SRC-Cy5 coactivator binding, 2 h; 100 = basal binding, no effect | coactivator binding (% of control), % at 25.6 µM | 86,000 tested, 1.3% active | AID 639, 2007; in the data active means activity above about 200%;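 further: binding measured in presence of low estradiol as agonist stimulus; 0% = peptide alone without receptor and 100% = receptor with peptide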
# Mac1 fbg inh: inhibitors of CD11b/CD18 adhesion to fibrinogen, primary screen, K562 cells, luminescence; AID 1497, 2009; inhibition, % at 10 µM; ATPlite luminescence; Mn2+ added to activate the integrin; 93,000 tested, 0.54% active; Integrin beta-2 (Homo sapiens) + Integrin alpha-M (Homo sapiens), P05107+P11215;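 active means primary inhibition of 50% or more at 10 µM, then 40% or more on retest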; further: some results filed as inactive read as strong as hits
# CYP2C19 inh: blockers of cytochrome P450 2C19 activity – biochemical, luminescence, ADME assay, primary screen; inhibition, % at 5 µM; AID 778, 2007; 96,000 tested, 21% active; CYP2C19 Supersomes, luciferin-H EGE luminescence, 30 min; P33261;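 active means CYP2C19 inhibition above a set limit at 5 µM in the primary screen, cut at about 50% in these data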;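 further: plate controls were negative control wells for no effect and 2.5 mM tranylcypromine positive control for full effect; values of inactives mirror those of a sister screen read the other way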
# CYP2C19 activ: human CYP2C19 activators, primary screen, biochemical, luminescence. recombinant CYP2C19, luciferin-H EGE luminescence; stronger effect = higher value; 0 = fully inhibited enzyme, 1 = untreated enzyme. activation factor at 5 µM. Cytochrome P450 2C19 (Homo sapiens), P33261. 96,000 tested, under 10 active;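 active means activation factor of at least 2 at 5 µM in the primary screen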;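 further: 0 = wells with 2.5 mM tranylcypromine and 1 = vehicle-only wells; values of inactives mirror those of a sister screen read the other way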
# Mac1 fbg enh: enhancers of CD11b/CD18 adhesion to fibrinogen, primary screen, K562 cells, luminescence. ATPlite luminescence. 93,000 tested, 0.07% active. activation, % at 10 µM. AID 1499, 2009;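 active means 10 µM primary screen giving 50% or more activity, confirmed by 40% or more on retest at that dose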; further: strong numbers were not always called active
# H69AR inhibit: proliferation blockers of H69AR lung cancer cells, primary screen, cell-based, human, 86K library. H69AR lung tumor viability, ATP luminescence, 72 h; stronger effect = lower value. viability, % at 10 µM. 85,000 tested, 6% active;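 active means viability at or below 40%; inactive means viability above 40%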;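 further: multidrug resistant small cell line overexpressing MRP-1 efflux transporter; 100% = mean luminescence of untreated control wells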
# * hit, by the source's call; . = not tested or not shown; [ ] = dose if it differs, or a comment.
SMILES,ERa coact inh,HUVEC inhibit,Lung fibro prol,ERa coact pot,Mac1 fbg inh,CYP2C19 inh,CYP2C19 activ,Mac1 fbg enh,H69AR inhibit
COc1ccc(-n2c(Cc3cccn3C)nnc2SCC(=O)Nc2ccc(F)cc2)cc1,-9,91,90,132,46,28,0.7,1,72
O=C(COC(=O)c1ccncc1)Nc1cc(Cl)ccc1Cl,-1,98,105,99,0,66*,0.3,-3,87
Cc1oc2cc(OC(C)C(=O)O)ccc2c(=O)c1Oc1ccccc1 (stereo not drawn),39,103,102,101,-6,-11,1.1,2,100
Cc1nc2ncnn2c(N2CCN(C(=O)Cc3cccs3)CC2)c1C,90*[fluorescence artefact?],111,102,27[fluorescence artefact?],13,1,1,4,101
CCOc1ccc(/C(O)=C2/C(=O)C(=O)N(CCOCCO)C2c2ccccc2)cc1 (stereo not drawn),-3,85,96,120,4,-18,1.2,0,82
Cc1nn(C)c(Oc2ccccc2)c1CCNS(=O)(=O)c1ccccc1,.,.,.,.,1,92*,0.1,7,.
CCOC(=O)N1CCN(CC(=O)Nc2c(C(=O)OC)[nH]c3ccccc23)CC1,-8,105,94,102,-14,28,0.7,-8,44
COCCn1c(C)cc(C(=O)CSc2ccc(NC(C)=O)cc2)c1C,-6,94,97,94,-8,93*,0.1,2,88
COc1ccccc1Cn1c(-c2ccccc2OC)nc2ccccc21,-6,99,89,97,5,-29,1.3,-4,80
CC(C)(C)c1nc2sc3c(c2c(=O)o1)CCCC3,4,112,104,96,-25,-9,1.1,3,102
CCC(C)(C)NC(=O)C(c1ccc(C)cc1)N(Cc1ccco1)C(=O)CCC(=O)Nc1nccs1 (stereo not drawn),.,.,.,.,-26,-6,1.1,-5,.
O=C(NCc1ccco1)c1ccc(=O)[nH]n1,45,86,90,53,-7,-3,1,2,78
Cc1cnc(C)c(N2CCC(C(=O)NCc3cccs3)CC2)n1,-9,90,99,111,-10,2,1,-3,95
CC(C)(C)C(=O)/C=C(\N)c1ccccn1,-5,103,100,113,.,-1,1,.,89
CCC(=O)Nc1nc2ccc(NC(C)=O)cc2s1,2,104,101,120,2,2,1,-1,89
CC1CN(Cc2nc3c(c(=O)n(C)c(=O)n3C)n2CCCc2ccccc2)CC(C)O1 (stereo not drawn),-15,92,98,108,.,.,.,.,78
O=C(COc1ccccc1)NCCc1nc2ccccc2[nH]1,4[fluorescence artefact?],105,108,95,0,66*,0.3,-3,92
CCOc1ccccc1NC(=O)C1CCN(S(=O)(=O)c2c(C)noc2C)CC1,3,89,95,88,-1,18,0.8,0,92
CCCS(=O)(=O)c1c(S(=O)(=O)CCC)c2c3ccccc3ccn2c1C(=O)OC,20,74,84,111,.,.,.,.,27*
Cc1cc(NC(=O)c2cc(C)on2)n(-c2ccccc2)n1,-10,90,103,103,.,.,.,.,95
CCOC(Cn1c(-c2ccc(OC)cc2)nc2ccccc21)OCC,4[fluorescence artefact?],103,98,114[fluorescence artefact?],-2,50,0.5,-4,85
CC1CCCC(C)N1c1nnc(NC(=O)c2cc(-c3ccc(Br)cc3)on2)s1 (stereo not drawn),.,.,.,.,29,52*,0.5,4,.
Cc1cc(C)cc(OCC(=O)Nc2ccc(N3CCN(C(=O)c4ccco4)CC3)cc2)c1,.,.,.,.,18,16,0.8,8,.
CCCCC[n+]1ccn(C2=C([O-])c3ccccc3C(=O)/C2=N\S(=O)(=O)c2ccccc2)c1,-6[fluorescence artefact?],11*,76,95[fluorescence artefact?],.,7,0.9,.,25*

# 11 entries already listed, sorted by length of the SMILES, low to high.
SMILES,ERa coact inh,HUVEC inhibit,Lung fibro prol,ERa coact pot,Mac1 fbg inh,CYP2C19 inh,CYP2C19 activ,Mac1 fbg enh,H69AR inhibit
O=C(NCc1ccco1)c1ccc(=O)[nH]n1,45,86,90,53,-7,-3,1,2,78
O=C(COc1ccccc1)NCCc1nc2ccccc2[nH]1,4[fluorescence artefact?],105,108,95,0,66*,0.3,-3,92
Cc1cc(NC(=O)c2cc(C)on2)n(-c2ccccc2)n1,-10,90,103,103,.,.,.,.,95
CCOC(Cn1c(-c2ccc(OC)cc2)nc2ccccc21)OCC,4[fluorescence artefact?],103,98,114[fluorescence artefact?],-2,50,0.5,-4,85
CCOc1ccccc1NC(=O)C1CCN(S(=O)(=O)c2c(C)noc2C)CC1,3,89,95,88,-1,18,0.8,0,92
CC1CCCC(C)N1c1nnc(NC(=O)c2cc(-c3ccc(Br)cc3)on2)s1 (stereo not drawn),.,.,.,.,29,52*,0.5,4,.
CCCS(=O)(=O)c1c(S(=O)(=O)CCC)c2c3ccccc3ccn2c1C(=O)OC,20,74,84,111,.,.,.,.,27*
CC1CN(Cc2nc3c(c(=O)n(C)c(=O)n3C)n2CCCc2ccccc2)CC(C)O1 (stereo not drawn),-15,92,98,108,.,.,.,.,78
Cc1cc(C)cc(OCC(=O)Nc2ccc(N3CCN(C(=O)c4ccco4)CC3)cc2)c1,.,.,.,.,18,16,0.8,8,.
CCC(C)(C)NC(=O)C(c1ccc(C)cc1)N(Cc1ccco1)C(=O)CCC(=O)Nc1nccs1 (stereo not drawn),.,.,.,.,-26,-6,1.1,-5,.
CCCCC[n+]1ccn(C2=C([O-])c3ccccc3C(=O)/C2=N\S(=O)(=O)c2ccccc2)c1,-6[fluorescence artefact?],11*,76,95[fluorescence artefact?],.,7,0.9,.,25*

# Later entries.
SMILES,ERa coact inh,HUVEC inhibit,Lung fibro prol,ERa coact pot,Mac1 fbg inh,CYP2C19 inh,CYP2C19 activ,Mac1 fbg enh,H69AR inhibit
O=[N+]([O-])c1ccc(N(c2ccccc2)c2ccccc2)cc1,.,.,.,.,17,26,0.7,2,.
Cc1ccc(-c2nnc(SCc3nc(N)nc(Nc4ccccc4C)n3)n2N)cc1,.,.,.,.,12,42,0.6,-3,.
C=CCn1c(-c2ccc(OC)cc2)nc2nc3ccccc3nc21,-5,87,103,96,-9,18,0.8,-2,69
CCOC(=O)CSc1nnc(CNC(=O)c2ccc(OC)cc2)n1-c1ccc(OC)cc1,-2,97,98,89,.,9,0.9,.,102
CCN(CC)S(=O)(=O)c1ccc2nnn(OCC(=O)Nc3cccc(C#N)c3)c2c1,-3,95,99,122,6,94*,0.1,0,5.3*
CCCCCN1C2=NCCN2c2ccccc21,-1,88,94,106,.,.,.,.,90
O=C(CNS(=O)(=O)c1ccc(C(=O)N2CCCCC2)cc1)N1CCCCC1,-2,95,100,112,-9,5,0.9,-4,96
Cn1nc(C(F)(F)F)c2cc(NC(=O)OCc3ccc(C(C)(C)C)cc3)sc21,7,47,98,94,75,20,0.8,-6,96
CC(C)CCN(C)C1CCN(S(=O)(=O)c2cccc(C(F)(F)F)c2)CC1,4[fluorescence artefact?],96,92,101,-27,52*,0.5,7,97
O=C(C1CCN(S(=O)(=O)c2ccc(-n3cnnn3)cc2)CC1)N1CCN(c2ccccc2)CC1,25,104,100,59,12,-13,1.1,4,96
C=CCn1c(N2CCCC2)nc2c1c(=O)[nH]c(=O)n2C,-6,95,96,111,7,-2,1,-4,98
COC(=O)c1c(NC(=O)c2cccnc2)sc(C)c1C,7,76,82,93,-21,20,0.8,-2,100
Cc1nc2c(C(=O)N3CCOCC3)cnn2c(C)c1Cc1ccc(Cl)cc1,5,106,101,107,.,38,0.6,.,99
Cc1csc2nc(=O)c3ccccc3n12,-7,78,89,109,-30,2,1,9,80
CC1CN=C(c2cccn2Cc2ccc(F)cc2Cl)O1 (stereo not drawn),9,101,108,104,.,42,0.6,.,92
CCN1CCCC1Cn1cnc2c([nH]c3cc(OC)ccc32)c1=O (stereo not drawn),-2,82,94,90,-7,-4,1,-4,80
Cc1cccnc1NC(=O)c1ccc2nc(N)sc2c1,4[fluorescence artefact?],92,92,123[fluorescence artefact?],-40,6,0.9,-2,76
COc1ccc(N2C(=O)C3CCCN3C2c2cccs2)cc1 (stereo not drawn),-2,108,94,104,-10,30,0.7,2,95
CCOC(=O)CN(C(=O)CSc1nnc(COc2ccc(OC)cc2)n1C)c1ccccc1,-4,97,90,98,-9,-8,1.1,2,96
COc1ccc(C(CNC(=O)c2ccc(N3CCCC3=O)cc2)N(C)C)cc1 (stereo not drawn),-6,90,89,97,-4,-9,1.1,0,100
O=C(CNC(=O)c1ccccc1)NCC1COc2ccccc2O1 (stereo not drawn),-3,98,102,135[fluorescence artefact?],-7,26,0.7,-1,84
C=CCn1c(SCc2nc3ccccc3c(=O)[nH]2)nnc1-c1cc2cc(Cl)ccc2o1,-10[fluorescence artefact?],65,92,141[fluorescence artefact?],4,45,0.6,35,17*
COc1ccc(NC(=O)c2ccc(COc3ccccc3Br)o2)cc1OC,2[fluorescence artefact?],88,102,93[fluorescence artefact?],10,36,0.6,4,66
Cc1ccc(S(=O)(=O)CC(=O)Nc2nc(-c3ccccc3)cs2)cc1,1,77,100,97,23,85*,0.2,4,79
COc1ccc(-c2nc(CS(=O)CC(=O)NCc3ccc4c(c3)OCO4)c(C)o2)cc1 (stereo not drawn),-4,95,98,116,-6,36,0.6,-5,72
N#CC1=C(N)c2ccccc2CC12CCCCC2,6,79,93,71,3,41,0.6,-2,86
CCc1ccc(NC(=O)Cn2c(=O)oc3cc(S(=O)(=O)N4CCOCC4)ccc32)cc1,13[fluorescence artefact?],111,107,95,18,-17,1.2,-4,95
CCc1nc2ccccc2n(CC)c1=O,-4,112,97,121,6,0,1,-1,95
CCOc1ncccc1C(=O)OCC(=O)c1cccs1,.,.,.,.,3,24,0.8,0,.
COc1ccc(C(O)c2coc3ccc(O)c(CN(C)C)c23)cc1 (stereo not drawn),2,91,93,100[fluorescence artefact?],-6,7,0.9,0,99
COc1cc(/C=C2/S/C(=N/S(=O)(=O)c3ccccc3)NC2=O)c([N+](=O)[O-])cc1OC,13,79,91,87[fluorescence artefact?],-1,7,0.9,-3,99
Cc1onc(-c2c(F)cccc2Cl)c1C(=O)N1CCc2ccccc21,4,103,109,96,6,63*,0.4,-4,30*
O=c1oc(-c2ccccc2F)nc2c1cnn2-c1ccccc1,9,5.9*,82,187,1,9,0.9,-4,54
COc1ccccc1-c1c(C)nn2c(N3CCCCCC3)cc(C)nc12,.,.,.,.,58,6,0.9,5,.
CCOC(=O)c1ccc(NC(=O)CCC(CC)C(=O)O)cc1 (stereo not drawn),1[fluorescence artefact?],101,99,113,-9,3,1,3,108
CCCn1c(O)c(/C=C2\C=NN=C2c2ccccc2)sc1=S,.,.,.,.,-5,11,0.9,-2,.
